# AGP1-GFP MLPCN – modulators of AGP1-GFP expression in yeast TOR pathway, primary screen, cell-based, multiplex flow cytometry, S. cerevisiae, MLPCN library; 3 h; GFP as percent of DMSO wells; GFP response vs DMSO, % at 10 µM; 0.02% of 320,000 active; AID 2066, 2009;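 active = GFP response relative to DMSO above a set limit, near screen average plus 3 SD, cut at about 150% in these data; inconclusive = fewer than 70 cells counted for the yeast strain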;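 note: median GFP channel fluorescence of the gated AGP1 strain per well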
# Fam108B inh – mouse Fam108B serine hydrolase inhibitors, primary screen, counter-screen for RBBP9 inhibitor project, biochemical, fluorescence polarization | AID 1947, 2009 | inhibition, % at 9.51 µM | 0.33% of 300,000 active | recombinant Fam108B, FP-Rh probe fluorescence polarization;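 active = inhibition above the screen mean inhibition plus 3 SD, computed separately per campaign, cut at about 18% in these data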;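 note: inhibitors lower polarization as less probe binds the enzyme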
# MCL1-BIM inh – inhibitors of MCL1 binding to BIM-BH3, primary screen, biochemical, fluorescence polarization; Induced myeloid leukemia cell differentiation protein Mcl-1 (Homo sapiens), Q07820; AID 2057, 2009; GST-MCL1 / FITC-Bim-BH3 fluorescence polarization; 0.68% of 320,000 active; inhibition, % at 10.9 µM;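 active = inhibition above the mean inhibition of all tested compounds plus 3 SD, set per campaign, cut at about 40% in these data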;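 note: 0% = DMSO wells and 100% = unlabeled Bim-BH3 peptide control; higher means more loss of mP so more displacement of Bim peptide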
# Target sequence (Q07820 whole entry, looked up): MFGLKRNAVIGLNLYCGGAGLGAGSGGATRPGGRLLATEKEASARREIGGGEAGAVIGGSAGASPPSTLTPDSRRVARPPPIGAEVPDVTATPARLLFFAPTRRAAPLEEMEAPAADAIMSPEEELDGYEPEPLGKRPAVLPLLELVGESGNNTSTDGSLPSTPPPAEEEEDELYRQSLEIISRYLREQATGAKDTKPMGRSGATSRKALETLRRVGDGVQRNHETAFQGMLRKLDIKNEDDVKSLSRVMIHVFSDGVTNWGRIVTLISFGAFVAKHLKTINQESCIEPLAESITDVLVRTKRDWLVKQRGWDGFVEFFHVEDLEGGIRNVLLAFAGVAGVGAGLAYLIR
# Bcl-xL primary – inhibitors of human Bcl-xL, primary screen, biochemical, fluorescence polarization, HTS; 0.7% of 320,000 active; GST-Bcl-xL / FITC-Bim BH3 peptide fluorescence polarization; Bcl-2-like protein 1 (Homo sapiens), Q07817; AID 2129, 2009; inhibition, % at 10.9 µM;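 active = inhibition above the mean of all tested compounds plus 3 SD, cutoff set per campaign, cut at about 30% in these data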;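 note: 0% = DMSO wells and 100% = unlabeled Bim-BH3 peptide competitor; inhibitors lower millipolarization by displacing the labeled peptide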
# Target sequence (Q07817 whole entry, looked up): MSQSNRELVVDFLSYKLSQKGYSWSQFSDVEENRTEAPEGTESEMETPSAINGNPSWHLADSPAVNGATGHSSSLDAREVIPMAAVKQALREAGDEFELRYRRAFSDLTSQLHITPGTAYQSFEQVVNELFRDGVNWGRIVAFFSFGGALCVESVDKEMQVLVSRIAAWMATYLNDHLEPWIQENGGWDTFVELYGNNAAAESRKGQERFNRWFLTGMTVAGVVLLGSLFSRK
# VLA-4 inh – inhibition in human VLA-4 binding assay, primary screen, VLA-4 allosteric modulator project, MLPCN library, flow cytometry, VLA-4 expressing cells; ligand binding flow cytometry; inhibition, % (about 7 µM as worked out from the volumes in the protocol); 0.2% of 330,000 active; in the data active = inhibition above about 50%
# CIT2 TOR yeast – modulators of CIT2-GFP expression in yeast, primary screen, S. cerevisiae, GFP fusion, multiplex flow cytometry, MLPCN library | S. cerevisiae CIT2-GFP strain, 3 h; 100 means same as DMSO wells | GFP response vs DMSO, % at 10 µM | 0.065% of 320,000 active | AID 2029, 2009;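 active = GFP response relative to DMSO above a set limit, near the screen mean plus 3 SD, cut at about 150% in these data; inconclusive = Fewer than 70 cells measured for a yeast strain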;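 note: ratio of well median GFP fluorescence to mean of DMSO wells on the plate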
# GLD-1 RNA inh – GLD-1/TGE RNA complex disruptors, primary screen, biochemical, fluorescence polarization; purified GLD-1 + fluorescein TGE RNA; inhibition, % at 5.96 µM; 0.44% of 320,000 active; Female germline-specific tumor suppressor gld-1 (Caenorhabditis elegans), Q17339; AID 2280, 2010;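 active = percent inhibition above a per-plate cutoff, the plate mean of test compounds plus 3 SD, cut at about 30% in these data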;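 note: 0% = DMSO wells with GLD-1 and probe and 100% = wells lacking GLD-1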
# GRK2 aptamer HTS – compounds blocking aptamer binding on GRK2 – biochemical, human GRK2, bead flow cytometry, HTS, primary screen. Beta-adrenergic receptor kinase 1 (Homo sapiens), P25098. FAM-aptamer displacement from GRK2. inhibition of aptamer binding, % at 10 µM. 0.59% of 330,000 active. AID 488847, 2010;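 active = inhibition of aptamer binding above 40%, roughly 3 SD of noise, on plates passing a quality check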;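 note: median bead fluorescence of bound FAM aptamer so fluorescent compounds give negative values; no value below 0 was filed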
# MEX-5 binding – MEX-5 zinc finger RNA-binding disruptors – biochemical, C. elegans, fluorescence polarization, MLPCN library, primary screen; AID 1832, 2009; 0.38% of 300,000 active; MEX-5/FITC-TCR2 RNA binding; active compounds read low; activity score (negative = inhibition of binding), % at 10 µM; Zinc finger protein mex-5 (Caenorhabditis elegans), Q9XUB2;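 active = inhibition past about -25% in most replicates, and total fluorescence under double the plate's negative control median, limit read from the data; inconclusive = replicates evenly split on the limit, or fluorescence at least double controls; inactive = too little inhibition in most replicates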;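 note: 0% = DMSO and -100% = 5 µM competing unlabeled TCR2 RNA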
# Target sequence (Q9XUB2 whole entry, looked up): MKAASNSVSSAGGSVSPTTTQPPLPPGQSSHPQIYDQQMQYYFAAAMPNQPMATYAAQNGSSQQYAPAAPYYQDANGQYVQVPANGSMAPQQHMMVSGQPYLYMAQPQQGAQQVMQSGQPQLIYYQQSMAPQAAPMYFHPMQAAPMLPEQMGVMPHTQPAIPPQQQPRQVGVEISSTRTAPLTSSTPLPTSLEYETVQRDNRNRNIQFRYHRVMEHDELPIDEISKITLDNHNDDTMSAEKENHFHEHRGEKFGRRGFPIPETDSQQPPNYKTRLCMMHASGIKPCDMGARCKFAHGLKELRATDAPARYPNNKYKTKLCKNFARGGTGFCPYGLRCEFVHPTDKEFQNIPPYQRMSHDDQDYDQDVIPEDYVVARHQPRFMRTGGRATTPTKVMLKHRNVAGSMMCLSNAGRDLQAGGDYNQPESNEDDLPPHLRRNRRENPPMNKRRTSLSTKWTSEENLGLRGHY
# * hit, by the source's call; ? = inconclusive; · = not tested or not shown; [ ] = remark or other dose. Compounds as they come; any-hit rate near 2.2%.
SMILES,AGP1-GFP MLPCN,Fam108B inh,MCL1-BIM inh,Bcl-xL primary,VLA-4 inh,CIT2 TOR yeast,GLD-1 RNA inh,GRK2 aptamer HTS,MEX-5 binding
NC(=O)c1ccc(C(F)(F)F)cn1,102,-3,4,5,8,98,1,0,1.7
Cn1ccsc1=NC(=O)c1ccc(S(C)(=O)=O)c([N+](=O)[O-])c1,101,-2,6,2,15,102,5,2,2.6
CC(=O)N1CCN(C(=O)c2ccc(-c3cccc(C(F)(F)F)c3)o2)CC1,114,-3,-2,1,10,101,-1,0,-0.6
CCCCNC(=O)CSc1nc2cc3c(cc2c(=O)n1Cc1ccco1)OCO3,99,-2,-5,8,1,105,2,0,0.2
CC(C)CNC(=O)NC(=O)CSc1nc2ccccc2n1CC(C)C,100,2,-3,2,0,102,4,3,0.7
CN1CCN(Cc2nc3c(c(=O)[nH]c(=O)n3C)n2CCc2ccccc2)CC1,102,3,-3,2,17,99,-1,0,-2.3
COCCn1c(=O)[nH]c2cc(C(=O)NCc3cccnc3)ccc2c1=O,98,-1,4,3,10,92,4,2,0.5
Cc1ccc(C(C)C)c(OCC(=O)N2CCN(c3ncccn3)CC2)c1,105,·,-7,-1,41,102,2,2,·
Oc1[nH]c2ccccc2c1C1=NCCCCC1,113,-3,3,3,-7,90,12,0,-0.4
CCOC(=O)N1CCN(C(=S)NCCOC)CC1,101,2,-6,-5,46,101,3,2,0.4
O=C(NN1C(=O)/C(=C/c2cccs2)SC1=S)c1ccccc1,101,-2,0,2,-4,99,2,1,1.2
O=C(CSc1ccccc1)NCCCN1CCOCC1,107,2,5,5,0,105,-3,4,-3.0
C=CC(O)Cc1c(C)n[nH]c1C (centres undefined),105,4,8,5,2,109,-2,0,0.8
Clc1cccc(Cl)c1OCCCCN1CCCCC1,101,2,-4,3,10,102,-3,0,-1.0
CCOc1ccccc1-c1cc(C(=O)N/N=C(\C)c2cccnc2)c2ccccc2n1,107,5,3,4,0,109,2,1,4.3
COc1cc(S(N)(=O)=O)c(OC)cc1N,100,7,6,11,-32,104,11,4,-2.2
C/C(=N/NC(=O)c1ccn(C)n1)c1ccncc1,101,4,2,-2,2,100,5,2,-2.1
O=C(CCN1C(=O)c2ccccc2C1=O)Nc1sc2c(c1C(=O)NCC1CCCO1)CCC2 (centres undefined),92,2,5,3,3,92,2,2,-1.4
COC(=O)c1ccc(OCC(=O)NC2CCCCCCC2)cc1,98,·,·,·,1,102,6,3,·
S=c1[nH]nc(-c2ccccc2)n1/N=C/c1c[nH]c2ccccc12,94,4,-7,-4,8,97,-1,0,-0.9
CCOC(=O)N1CCN(C(=O)CN(CC)S(=O)(=O)c2cc(C)ccc2OC)CC1,109,-5,-6,0,0,·,1,0,0.6
O=c1cc(CN2CCN(c3ccc(O)cc3)CC2)nc2scc(-c3ccccc3)n12,111,4,19,5,-2,108,-4,3,0.6
CSc1ccc(Cl)c(C(=O)N2CCN(c3ncccn3)CC2)c1,104,·,8,5,38,103,3,43*,·
CNc1n[nH]c(=S)s1,93,-1,0,13,4,97,5,3,-4.8
COc1ccc(-c2nc(=S)[nH][nH]2)cc1,96,-1,11,11,3,96,-3,0,-3.0
SMILES,AGP1-GFP MLPCN,Fam108B inh,MCL1-BIM inh,Bcl-xL primary,VLA-4 inh,CIT2 TOR yeast,GLD-1 RNA inh,GRK2 aptamer HTS,MEX-5 binding
CCC(c1nnc(SCC(=O)N2CC(=O)Nc3ccccc32)n1Cc1ccccc1)N(C)C (centres undefined),103,4,-3,2,12,96,-10,0,2.4
CC1CCN(C2=NC(=O)/C(=C/c3cn(-c4ccccc4)nc3-c3cccc(S(=O)(=O)N(C)C)c3)S2)CC1,91,-10,3,4,8,91,1,0,-0.2
CN(C)C(CNC(=O)CCc1nc2ccccc2s1)c1ccccc1 (centres undefined),90,-5,-4,0,-2,97,1,0,0.4
Cc1cccc(OCc2nnc(SCC(=O)N3c4ccccc4CC3C)n2C)c1C (centres undefined),96,-4,1,4,0,84,0,0,0.0
Cc1noc(C)c1CSc1nnc(-c2ccccc2)o1,99,-2,-6,-9,-5,98,2,0,-1.1
CCCC(=O)Nc1nnc(S(=O)(=O)N2CCCC2)s1,103,-1,1,-1,11,100,3,0,-0.5
C=CCNC(=S)N1CCN(CCN=CC2=C(O)CC(c3ccc(Cl)cc3)CC2=O)CC1 (centres undefined),91,4,2,5,1,91,5,4,1.6
Cc1nc2c(-c3ccccc3)cnn2c(N2CCOCC2)c1C,90,0,0,3,7,99,-8,0,0.4
Cc1cc[n+](CCC(=O)O)c2ccccc12,·,-1,4,7,-3,99,4,22,0.3
CCc1cccc(CC)c1NC(=O)CN1CCN(c2ccccc2)CC1,118,2,2,2,14,107,6,2,1.4
COc1ccccc1OCCSc1nc2ccccc2n1CCO,95,-3,1,6,22,90,-4,0,0.7
Cc1cc(N2CCOCC2)nc2ccc(NC(=O)CCC(=O)N3CCCC(C)C3)cc12 (centres undefined),94,0,4,5,-20,96,-7,0,-2.8
CCOC(=O)N1CCN(S(=O)(=O)c2ccc(Cl)cc2)CC1,67[may fluoresce violet],-2,-2,-1,20,?,2,2,1.2
O=C(/C=C/c1ccc(F)cc1)Nc1cccc(S(=O)(=O)N2CCOCC2)c1,98,·,·,·,-1,99,-1,1,·
CCNC(=O)Nn1c(C)nnc1C,85,-5,0,-5,23,83,-5,0,2.0
CCCCNC(=O)COn1nnc2ccc(S(=O)(=O)N3CCOCC3)cc21,100,-2,-9,0,18,97,4,0,0.9
CCCCNC(=O)Nc1nnc(-c2ccc(Cl)cc2)o1,97,-5,-5,1,-3,107,-8,0,0.1
O=C(CC1=NC2(CCCC2)Cc2ccccc21)N1CCOCC1,88,2,3,5,-6,86,3,3,-0.2
COC(=O)CC(NS(=O)(=O)c1cccs1)c1ccc2c(c1)OCO2 (centres undefined),111[may fluoresce green],0,-6,-2,-26,145[may fluoresce green],4,0,2.4
CCOc1ccc(C2C(C#N)=C(N)Oc3cc(C)[nH]c(=O)c32)cc1OC (centres undefined),91,0,-6,4,3,97,4,0,-0.7
CCOc1ccc(OCC)c(NC(=O)CCn2c(=O)oc3ccccc32)c1,100,-1,6,5,-5,103,-2,0,0.7
CCc1ccc(NC(=O)NCCN2CCCCC2)cc1,97,4,7,7,-1,100,9,0,1.1
Cc1cc2cc(CNC(=S)NCc3ccccc3)ccc2n1C,101,3,7,6,-4,98,1,2,-6.8
Cc1nnc(SCC(=O)Nc2ccc(N3CCOCC3)cc2)n1Cc1ccccc1,103,·,-1,-6,-13,105,0,2,·
COc1ccc(NC(=O)CN(C)C(=O)c2csc3c2CCCC3)cc1,98,1,4,6,-53,69,5,1,1.2
SMILES,AGP1-GFP MLPCN,Fam108B inh,MCL1-BIM inh,Bcl-xL primary,VLA-4 inh,CIT2 TOR yeast,GLD-1 RNA inh,GRK2 aptamer HTS,MEX-5 binding
COCCn1c(SCC(=O)N2CCCCC2)nc2cccnc21,101,2,-1,2,-6,100,2,0,-0.2
CC(=O)Nc1ccc(NC(=S)NC(=O)C2CCCC2)cc1,92,0,21,6,-25,102,8,0,-0.8
COc1ccc(C(=O)[C@H]2[C@H]3C(=O)N(c4ccccc4)C(=O)[C@H]3C3C=CC=NN32)cc1 (some centres undefined),109,-4,8,20,1,107,9,0,0.3
O=c1c2ccccc2nc(/C=C/c2cccc([N+](=O)[O-])c2)n1CCO,105,4,3,3,-8,104,2,1,-0.1
COc1ccc(C2CC(c3ccc(OC)c(OC)c3)=NN2S(C)(=O)=O)cc1 (centres undefined),103,-4,3,-1,0,96,-8,0,-0.7
C[C@@H](C(=O)N1CCNCC1)n1cc(CCC(=O)O)nn1,96,0,1,6,8,90,-1,3,-0.4
Cc1cccc(-n2c(SCC(=O)Nc3ncc(Cl)cc3Cl)nc3ccccc32)c1,92,-4,-3,-2,-17,88,0,2,-0.2
COc1ccc(CCNC(=O)/C=C/C(=O)O)cc1OC,84,2,7,5,11,94,6,2,0.0
Oc1ccc(Oc2ccc(Oc3ccc(O)cc3)cc2)cc1,97,4,12,7,7,97,3,0,-0.9
CCc1noc(C)c1C(=O)NCCc1c[nH]c2ccccc12,98,-2,2,0,8,95,3,0,-0.3
CCOC(=O)N1CCN(C(=O)C2CCCN(S(=O)(=O)c3ccc(OCC)cc3)C2)CC1 (centres undefined),103,-1,7,5,-4,104,6,0,3.2
COc1ccc(/C=C(/NC(=O)c2ccccc2)C(=O)N/N=C/c2sccc2C)cc1,95,-1,-1,0,5,96,7,1,-0.3
N/C(=N\OC(=O)c1cccc(Br)c1)c1ccccn1,59,1,2,-3,-6,·,-5,0,-2.5
COc1cccc(OC)c1C(=O)NC(=S)Nc1ccc(S(=O)(=O)Nc2nccs2)cc1,114,0,7,3,2,120,-1,0,2.4
COc1ccc(C(=O)N/C(=C\c2ccco2)C(=O)NCc2cccnc2)cc1,103,0,4,11,1,101,4,0,·
CS(=O)(=O)N1CCN(c2ccccc2NC(=O)c2cccnc2Cl)CC1,115,-6,10,19,-5,114,6,0,0.5
O=C(CSCc1ccccc1Cl)NNC(=S)Nc1ccccc1,93,6,9,9,-10,95,2,0,1.2
O=C(CSc1nc2ccccc2c(=O)n1CC1CCCO1)Nc1ccccc1Cl (centres undefined),105,0,4,-2,7,107,1,1,-1.5
CCCN=C1CC(C)(C)CC(=O)/C1=C(/O)CCCN1C(=O)c2ccccc2C1=O,112,0,5,8,4,100,3,1,0.0
CC(C)(C)N(NC(=O)Nc1ccccc1)C(=O)c1ccccc1Cl,102,0,-3,5,94*,100,-8,6,-1.1
CC1(C)C(=O)Nc2ccccc2N1C(=O)COc1ccc(S(=O)(=O)N2CCOCC2)cc1Cl,99,3,9,8,12,100,-3,0,-1.1
Cc1cc(C)c(C)c(OCCOCCNCc2ccccc2)c1,95,1,6,9,-10,98,5,0,-1.4
CC(C)=CCC12Oc3cc(O)ccc3C1(O)Oc1cc(O)c([C@H]3C=C(C)CC(c4ccc(O)cc4O)[C@H]3C(=O)c3ccc(O)cc3O)c(O)c1C2=O (some centres undefined),100,-15,-5,-2,31,96,8,0,0.2
O=C(O)c1ccc(-n2nncc2-c2ccco2)cc1,?,4,3,4,2,?,-2,2,-0.1
COc1ccc(Cl)cc1NC(=O)CN(C)C(=O)c1cc(-c2cccs2)nn1-c1ccccc1,89,-8,-10,-10,-9,101,5,0,-1.1
Clc1ccc(-c2nc3ncccn3c2Nc2ccc3c(c2)OCCO3)cc1,103,0,6,8,4,107,3,3,1.1
CN(C(=O)c1ccc(NC(=O)Cc2ccc(NC(=O)C3CCCN(C(=O)C4CC4)C3)cc2)cc1)C1CC1 (centres undefined),94,·,15,2,11,103,9,0,·

# Assay outcomes as filed in PubChem.
